High-throughput results (PubChem BioAssay)
NS3 helicase inh – HCV NS3 helicase inhibition; 0.56% of 290,000 active; inhibition, % at 10.9 µM; NS3 helicase DNA unwinding, Cy5 molecular beacon fluorescence;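 active = inhibition above the mean of all tested compounds plus 3 SD, set per campaign, cut at about 35% in these data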;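 also: 0% = DMSO wells and 100% = thioflavine S control wells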
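Measured by: Cy5 fluorescence, 0 and 60 min reads / Assay system: NS3 helicase fragment of HCV / Control set: low DMSO, high thioflavine S at 110 µM / Times: 1 h reaction at 25 °C, ATP-initiated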
CRFR2-BP antag – CRF-BP/CRF-R2 complex antagonism; inhibition, % at 11.8 µM; HEK293 CRF-R2/CRF-BP, CRF-induced calcium fluorescence; 0.59% of 350,000 active;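 active = inhibition of the ligand-induced calcium signal above about 50% at the single tested concentration, limit read from the data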
SUMO HTRF inh – blocks human SUMOylation mediated by UBC9; inhibition, % at 35 µM; HTRF SUMOylation assay, SAE1/SAE2 + UBC9, in vitro; P63279; 0.36% of 290,000 active; in the data active = inhibition above about 50%, passing the limit was not always enough; also: strong numbers were not always called active
Target sequence (P63279 whole entry, looked up): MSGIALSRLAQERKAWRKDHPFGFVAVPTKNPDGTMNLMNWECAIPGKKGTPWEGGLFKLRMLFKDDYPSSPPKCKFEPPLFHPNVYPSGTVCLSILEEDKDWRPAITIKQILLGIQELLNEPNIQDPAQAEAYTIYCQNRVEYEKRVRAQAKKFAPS
VIM-2 inh – inhibitors of Pseudomonas aeruginosa VIM-2 metallo-beta-lactamase | 0.89% of 290,000 active | inhibition, % at 5.6 µM | AID 1527 | purified VIM-2, nitrocefin hydrolysis, epi-absorbance fluorescence;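 active = inhibition above the mean of all tested compounds plus 3 SD, cutoff set per screening run, cut at about 7.5% in these data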;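 also: red hydrolysis product quenches plate fluorescence so inhibitors raise well fluorescence; 0% = enzyme with DMSO and 100% = DMSO without enzyme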
IDE inh – inhibitors of human insulin-degrading enzyme in cells; HEK cells, FAbetaB cleavage, fluorescence polarization; P14735; inhibition, % at 5.59 µM; 0.41% of 320,000 active;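 active = percent inhibition above the average of all tested compounds plus 3 SD, set per screening campaign, cut at about 16% in these data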;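 also: IDE supplied by intact live HEK cells; FP after avidin binding of uncleaved biotin substrate so inhibition keeps polarization high; 0% = DMSO wells and 100% = 60 µM reference IDE inhibitor Ii1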
p-CIP stab down – p/CIP protein destabilization | Q05BA5 | F442A p/CIP-EGFP cells, EGFP fluorescence, 16 h | decrease of EGFP signal, % at 10 µM | 0.01% of 290,000 active | AID 1984;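 active = EGFP signal decrease of at least 30% at 10 µM or well 3 SD below plate mean, unless failing retest; inactive = the rest, including hits failing retest or dose response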; also: some compounds called inactive have numbers as strong as hits; many of its hits are not listed in these tables
IDE act – IDE (human) activation, cell-based. P14735. HEK cells, FAbeta-B cleavage, fluorescence polarization; 0% vehicle, 100% cell-free pure enzyme wells. activation, % at 5.96 µM. 0.073% of 340,000 active. AID 493087;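 active = activation above the mean of all tested compounds plus 3 SD, set per screening campaign, cut at about 17% in these data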
GalR3 antag – blocks the human galanin receptor 3; HEK293 GalR3-CNG cAMP membrane potential fluorescence; galR3 body fused to GalR1 C-terminus; AID 651719; inhibition, % at 3 µM; 0.44% of 360,000 active;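 active = inhibition above the screen-wide average plus 3 SD, cut at about 13% in these data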;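 also: forskolin and galanin both at EC90 stimulate the cells; cAMP rise reported by CNG channel membrane potential dye signal; 0% = forskolin plus galanin with DMSO and 100% = forskolin alone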
Target sequence (O60755 1-299 limits assumed): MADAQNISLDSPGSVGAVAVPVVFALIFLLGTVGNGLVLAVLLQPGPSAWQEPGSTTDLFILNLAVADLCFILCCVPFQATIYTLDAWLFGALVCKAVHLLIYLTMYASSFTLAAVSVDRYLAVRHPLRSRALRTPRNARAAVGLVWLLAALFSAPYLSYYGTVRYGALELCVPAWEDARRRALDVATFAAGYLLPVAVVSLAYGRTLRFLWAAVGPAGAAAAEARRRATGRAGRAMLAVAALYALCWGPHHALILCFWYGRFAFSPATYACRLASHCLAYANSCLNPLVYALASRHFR
IMP-1 inh – blocks Pseudomonas aeruginosa IMP-1 metallo-beta-lactamase | purified IMP-1, nitrocefin hydrolysis, epi-absorbance fluorescence | 0.45% of 290,000 active | AID 1556 | inhibition, % at 5.6 µM;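 active = inhibition above the mean plus 3 SD of all compounds in the same screening run, cut at about 4.5% in these data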;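 also: 0% = IMP-1 with DMSO and 100% = DMSO wells lacking enzyme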
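Assay system: purified IMP-1; Quantity: IMP-1 0.2 nM before substrate addition; Medium: HEPES buffer pH 7.1 with ZnSO4 and Brij 35; Incubation: 15 min enzyme–compound preincubation, then 25 min nitrocefin reaction, 25 °C; Signal: fluorescence quenching readout, ex 480/em 530 nm; Controls: DMSO with and without IMP-1; Repeats: singlicate testing.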
* = called active by the depositor; nt = no result given; & = joins results of further samples.

SMILES	NS3 helicase inh	CRFR2-BP antag	SUMO HTRF inh	VIM-2 inh	IDE inh	p-CIP stab down	IDE act	GalR3 antag	IMP-1 inh
CSc1ncc(C(=O)Nc2ccc(C(C)=O)cc2)c(C)n1	5	2	8	-2.1	nt	-13	-1	-5	-3.0
Cc1cnn(-c2cc(N/N=C/c3ccccc3F)ncn2)c1	1	-4	15	-0.7	-4	-5	-1	-1	0.0
CCOC(=O)C(NC(C)=O)(Nc1ccc(S(=O)(=O)Nc2onc(C)c2C)cc1)C(F)(F)F (centres undefined)	22	4	-2	-2.3	-2	-14	0	-2	-5.0
O=C(O)c1ccc(NC(=O)C2(c3ccccc3)CCCC2)cc1	-2	2	5	-1.4	2	-5	3	0	-1.6
CCN(CC)S(=O)(=O)c1ccc(NC(=O)c2ccc(OCC3CCCO3)cc2)cc1 (centres undefined)	nt	-5	nt	nt	-3	nt	4	34*	nt
COCCSc1ccccc1C(=O)Nc1nccs1	1	2	-5	0.1	3	0	0	-5	0.1
CCCC[C@@H]1C=C(C(=O)O)[C@H](c2ccc(CC)cc2)N1S(=O)(=O)c1ccc(C)cc1	nt	23	nt	nt	7	nt	2	1	nt
O=C(CN1CC(c2ccccc2)CC1=O)N/N=C/c1cc(Br)ccc1O (centres undefined)	-11	-23	12	-3.9	7	-2	5	0	-3.8
COc1ccc(C)cc1NC(=O)NC1CCN(Cc2ccccc2)CC1	-13	-6	-6	-2.6	4	-8	7	-6	-2.7
Cc1ccsc1C1C=C(c2cccc(Br)c2)Nc2ncnn21 (centres undefined)	5	-16	11	-2.6	25*	-16	-34	nt	-5.3
CCC(CC)C(=O)c1c[nH]c(C(=O)NCCCn2ccnc2)c1	-2	4	-3	0.5	6	-11	-1	-2	-1.9
COc1ccccc1NS(=O)(=O)c1ccc(C)c(C(=O)NCC2(N(C)C)CCCCC2)c1	nt	-5	nt	nt	-3	nt	3	1	nt
Cc1cc(C(=O)Cn2nc(C(=O)O)c3ccccc3c2=O)c(C)n1CC(F)(F)F	6	-26	-5	0.4	-1	-5	0	6	-3.2
CN1CCc2cc3c(c4c2[C@H]1[C@H](O)c1ccccc1-4)OCO3	17	26	55	17*	2	-6	6	-3	-1.6
COc1ccc(-c2noc(CN(C(=O)C(C)(C)C)C(C)C)n2)cc1	5	-8	-8	-1.9	-2	-11	2	0	-2.5
COc1ccc(-c2cc(C(=O)N3CCN(c4ccccc4OC)CC3)no2)cc1OC	-1	0	15	-0.4	6	7	0	-3	-1.1
N#C/C(=C\Nc1ccccc1SC(F)(F)F)c1nc(-c2ccc(F)cc2)cs1	-3	6	11	-0.2	-1	-7	-2	-5	-1.1
N#Cc1ccc(C(=O)Nc2nnc(-c3cccs3)o2)cc1	-3	17	-1	-3.5	0	-1	-1	-2	-2.7
COCC(C)n1c(C)cc(C(=O)COC(=O)c2oc3ccccc3c2C)c1C (centres undefined)	-5	2	8	-0.5	0	-8	12	-4	-0.8
CC(C)[C@H](NC(=O)CCn1nnc2ccccc2c1=O)C(=O)O	3	11	-14	-3.5	0	2	-4	6	-1.2
CCOC(=O)Cc1sc(N)nc1C	-6	13	-9	1.3	4	4	2	-3	-1.4
C[C@@H]1CN([C@H](C)CO)C(=O)c2cc(NC(=O)Nc3cccc4ccccc34)ccc2O[C@H]1CN(C)Cc1ccc(C(F)(F)F)cc1	nt	-7	nt	nt	2	nt	-2	-5	nt
CCCc1c(C(=O)N/N=C(\C)CCc2ccccc2)nnn1-c1nonc1N	8	-8	6	-5.7	3	10	-6	-1	-4.3
COc1ccccc1C1(CC(=O)N2CCCCC2)CCOC(C(C)C)C1 (centres undefined)	1	-17	12	-3.4	4	3	5	-5	-1.9
Cc1ccc(N2CC(C(N)=O)CC2=O)cc1 (centres undefined)	3	-8	13	0.1	5	3	1	-7	-3.4
CN1CCN(S(=O)(=O)c2cccc(S(=O)(=O)c3ccc(Cl)c(Cl)c3)c2)CC1	-10	-9	10	-1.1	-1	-2	2	3	-0.3
O=C(Nc1ccccc1)/C(=C/c1ccccc1)c1ccccc1	3	0	-8	-3.0	2	3	0	-3	-0.8
O[C@@H]([C@H](O)[C@H](O)CBr)[C@H](O)CBr	nt	8	nt	nt	-2	nt	10	-5	nt
CCCN1CCN(CCNC(=O)Nc2cc(C)ccc2C)CC1	-11	4	5	-3.1	10	-10	4	-8	-5.2
CCN1CCOC(CC(=O)Nc2cccc([N+](=O)[O-])c2)C1=O (centres undefined)	19	8	5	-0.6	-7	10	nt	-5	-2.8
O=[N+]([O-])c1cc(S(=O)(=O)N2CCCCC2)ccc1NCc1cccc(Cl)c1	-5	-9	4	-1.8	-5	-5	-2	2	-2.6
O=C(NC(Cc1ccccc1)C(=O)NC(Cc1ccccc1)C(=O)O)c1ccccc1 (centres undefined)	-1	-17	15	-0.9	6	-5	9	-3	-1.5
O=C(CN1C(=O)/C(=C/c2ccc(C(F)(F)F)cc2)Sc2ccccc21)NCCCN1CCOCC1	-29	2	nt	-0.6	1	-2	2	-5	-1.7
CNC(=S)NCc1ccc(OC)cc1	-8	6	1	-0.1	11	-6	0	-7	-2.2
CC(=O)Nc1ccc(S(=O)(=O)Nc2nc(C)cc(-n3nc(C)cc3C)n2)cc1	-2	25	-8	-0.8	2	-2	5	-3	-2.9
CCOc1cc(S(=O)(=O)N2CCN(Cc3ccccc3)CC2)ccc1Br	-20	7	-13	-3.5	-3	-8	-1	2	1.1
c1cnc(Oc2ccc(-c3nnco3)cc2)cn1	-6	14	-7	1.2	6	9	-3	-6	-0.7
Cc1ccc(CNC(=O)/C=C/c2ccc(Br)o2)cc1	8	10	6	-1.2	5	-3	4	1	-2.8
CN1CCN(C(=O)c2cc(Cl)ccc2NC(=O)c2ccc(Cl)cc2Cl)CC1	-3	1	4	-2.4	-2	14	4	-1	-3.0
S=C(c1ccc(N2CCOCC2)cc1)N1CCOCC1	1	13	20	1.5	8	-5	1	-3	-0.1

3 compounds out of the list, ordered by number of heavy atoms, ascending:
SMILES	NS3 helicase inh	CRFR2-BP antag	SUMO HTRF inh	VIM-2 inh	IDE inh	p-CIP stab down	IDE act	GalR3 antag	IMP-1 inh
CNC(=S)NCc1ccc(OC)cc1	-8	6	1	-0.1	11	-6	0	-7	-2.2
S=C(c1ccc(N2CCOCC2)cc1)N1CCOCC1	1	13	20	1.5	8	-5	1	-3	-0.1
CC(=O)Nc1ccc(S(=O)(=O)Nc2nc(C)cc(-n3nc(C)cc3C)n2)cc1	-2	25	-8	-0.8	2	-2	5	-3	-2.9

Carrying on.
SMILES	NS3 helicase inh	CRFR2-BP antag	SUMO HTRF inh	VIM-2 inh	IDE inh	p-CIP stab down	IDE act	GalR3 antag	IMP-1 inh
Cc1ccccc1C(=O)N(C)Cc1ccccc1	-4	33	14	-0.6	-1	-12	2	-6	-6.0
CC(=O)Nc1cccc(NS(=O)(=O)Cc2ccc(Cl)cc2)c1	-6	15	18	-1.2	5	-147	5	0	-6.2
COc1cc(C(=O)N/N=C(\C)Cc2ccccc2)cc(OC)c1OC	4	-7	11	-4.7	0	5	0	-1	-3.5
O=S(=O)(Nc1ccccn1)c1ccc(Oc2ccccc2)cc1	2	-2	14	-1.0	8	-12	0	-5	-3.5
Cn1c(SCC(=O)Nc2nccs2)nnc1-c1cccnc1	nt	-2	nt	nt	-6	nt	1	-2	nt
CCOC(=O)Cc1csc(NC(=O)CSc2nc3cccnc3n2CC)n1	-2	3	11	-3.5	2	-2	1	-2	-5.2
O=C(O)CCCNC(=O)c1cncc(O)c1	0	3	14	-3.4	1	-4	6	-5	-4.9
COC(=O)c1ccc(OCC(=O)Nc2nn(-c3ccccc3)nc2C(N)=O)cc1	2	7	6	-6.8	5	6	3	-3	-1.9
COc1ccc(C(CC(=O)O)NS(=O)(=O)c2ccc(C)cc2)cc1OC (centres undefined)	1	23	-18	-0.7	3	-11	3	-2	-0.8
CN(C(=O)c1cc(S(=O)(=O)N2CCOCC2)cs1)c1ccccc1	2	-9	-2	-2.3	4	-2	1	-3	-3.6
CCOc1ccc(N2C(=O)Nc3ccccc3C2(O)C(=O)NCc2ccccc2)cc1 (centres undefined)	-4	-2	14	-1.7	2	-9	6	-4	-2.7
CCC(C)Sc1cccc(-c2nc3ccc(C)cn3c2NC2CCCCC2)c1 (centres undefined)	nt	-5	nt	nt	4	nt	0	-9&-10	nt
COc1ccccc1N(CC(=O)NCC1CCCO1)C(=O)CCC(=O)Nc1cc(C)on1 (centres undefined)	8	0	-19	-2.4	6	2	4	-10	-5.2
CC1(C)C(c2ccccc2)=NC(c2ccc(Br)cc2)N1O (centres undefined)	-5	-21	18	-4.1	2	-5	0	-3	-1.5
CC(Sc1nnc(COc2ccc([N+](=O)[O-])cc2)n1-c1ccccc1)C(=O)O (centres undefined)	2	24	8	-3.2	-6	-10	3	nt	-1.8
COC(=O)/C=C1/SC(=NC(=O)c2ccc(OC)cc2)NC1=O	10	5	-14	-0.4	-9	-11	1	-5	0.9
CCc1c(C#N)c(SCCC(=O)Nc2ccc(F)cc2)nc2c1C(=O)CC(C)(C)C2	3	-9	-14	-0.1	2	5	-5	-6	0.6
O=C(COC(=O)c1c(F)cccc1F)Nc1ccccc1OC(F)F	-11	13	4	-2.0	6	-2	2	-9	-2.9
Cc1cc(C)n2nc(C(=O)Nc3ccn(Cc4ccccc4C)n3)cc2n1	3	-4	31	-0.4	-1	-4	1	-5	-1.4
CC(C)(C)C(=O)Nc1nnc(CC(=O)NCc2ccccc2)s1	10	-13	20	-1.9	3	4	-2	-2	-3.3

Structures listed above marked active in GalR3 antag:
SMILES	NS3 helicase inh	CRFR2-BP antag	SUMO HTRF inh	VIM-2 inh	IDE inh	p-CIP stab down	IDE act	GalR3 antag	IMP-1 inh
CCN(CC)S(=O)(=O)c1ccc(NC(=O)c2ccc(OCC3CCCO3)cc2)cc1 (centres undefined)	nt	-5	nt	nt	-3	nt	4	34*	nt

(next part)
SMILES	NS3 helicase inh	CRFR2-BP antag	SUMO HTRF inh	VIM-2 inh	IDE inh	p-CIP stab down	IDE act	GalR3 antag	IMP-1 inh
CCN(CC)C(=O)c1cn(-c2cccc(OC)c2)c(=O)c2ccccc12	5	11	14	-1.8	6	-12	1	-8	-2.4
CCCCCCOC(=O)CCn1[nH]c(=O)c2ccccc2c1=O	4	6	20	1.1	-6	9	9	-5	-0.3
CN(C)[C@@H]1CCC[C@H]1OC(=O)C(c1ccccc1)c1ccccc1	-13	-11	-7	-2.2	4	-3	-5	-8	1.4
N=c1oc2cc(O)ccc2cc1C(=O)Nc1nc2ccccc2s1	4	-14	24	-0.5	2	6	-6	-2	-3.8
Cc1ccc(OCC(=O)N/N=C/C=C/c2ccco2)c(Br)c1	18	2	2	0.3	nt	-1	1	6	0.2
COc1ccccc1C(=O)Nc1nnc(SCC(=O)NCC2CCCO2)s1 (centres undefined)	5	6	15	15*	2	-10	8	-1	0.0
O=C(N/N=C/c1cc2ccccc2nc1Cl)/C(=C/c1cccs1)NC(=O)c1ccccc1	-6	3	23	-1.0	14	-5	0	-3	-2.4
Cc1nn(C)c(C)c1S(=O)(=O)N1CCC(C(=O)Nc2ccc3c(c2)OCCO3)CC1	-11	14	7	-5.4	1	-4	6	3	-1.5
Cc1cccc(-c2ncc(CN3CCN(CCC(C)C)C(CCO)C3)cn2)c1 (centres undefined)	4	3	-21	0.0	-3	6	4	-2	-0.7
